Vif imaging – HIV Vif inhibition; HEK293T cells, Vif self-association by quenched fluorescence, imaging, 24 h; inhibition, % at 7.49 µM; 340,000 compounds, 0.35% hits; AID 602346; in the data active = inhibition above about 50%, passing the limit was not always enough; inconclusive = no clear call, values can overlap the other calls; inactive = below about 31%; note: some results filed as inactive read as strong as hits
MC4R antag cAMP – human MC4R antagonism in cAMP assay; P32245; MC4R-expressing cells, MTII-stimulated cAMP, LANCE TR-FRET; inhibition, % at 6.5 µM; 360,000 compounds, 0.48% hits; AID 540295;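 active = inhibition above its plate's cutoff, the mean of tested wells on that plate plus 3 SD, cut at about 29% in these data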;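 note: 0% = Melanotan II alone and 100% = Melanotan II plus saturating MCL0020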
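Material – human MC4R-expressing U2OS cells · Repeats – no replicates · Detection – TR-FRET with Eu-cAMP and labeled anti-cAMP, 671 nm · Times – compound 30 min, challenge 1 h, detection 1 h · Compound – single nominal compound dose of 6.5 µM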
NOD2 RIPK2 PPI – NOD2-RIPK2 protein interaction inhibition; O43353; CHO BLA complementation NOD2-RIPK2, CCF4 ratio; 360,000 compounds, 0.38% hits; inhibition, % at 4.98 µM; in the data active = inhibition above about 21%;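 note: 0% = vehicle only and 100% = reference blocker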
TLR9-MyD88 block – inhibitors of human TLR9-MyD88 binding; CHO BLA complementation TLR9-MyD88, CCF4 FRET ratio; inhibition, % at 4.98 µM; 340,000 compounds, 0.21% hits; AID 504734; Q9NR96+Q99836;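 active = inhibition above the mean over all tested compounds plus 3 SD, cut at about 21% in these data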;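 note: 0% = DMSO only wells and 100% = clavulanate BLA inhibitor control wells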
ABHD5 PLIN5 PPI – blocks binding of human ABHD5 to perilipin-5; Q00G26+Q8WTS1; Split G. princeps luciferase complementation, luminescence, 4 h; inhibition, % at 4 µM; 360,000 compounds, 0.78% hits; AID 602281;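 active = inhibition above the mean inhibition across every tested compound plus 3 SD, cut at about 22% in these data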;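 note: 0% = DMSO only wells and the 100% control is not disclosed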
Target sequence (Q00G26 whole entry, looked up): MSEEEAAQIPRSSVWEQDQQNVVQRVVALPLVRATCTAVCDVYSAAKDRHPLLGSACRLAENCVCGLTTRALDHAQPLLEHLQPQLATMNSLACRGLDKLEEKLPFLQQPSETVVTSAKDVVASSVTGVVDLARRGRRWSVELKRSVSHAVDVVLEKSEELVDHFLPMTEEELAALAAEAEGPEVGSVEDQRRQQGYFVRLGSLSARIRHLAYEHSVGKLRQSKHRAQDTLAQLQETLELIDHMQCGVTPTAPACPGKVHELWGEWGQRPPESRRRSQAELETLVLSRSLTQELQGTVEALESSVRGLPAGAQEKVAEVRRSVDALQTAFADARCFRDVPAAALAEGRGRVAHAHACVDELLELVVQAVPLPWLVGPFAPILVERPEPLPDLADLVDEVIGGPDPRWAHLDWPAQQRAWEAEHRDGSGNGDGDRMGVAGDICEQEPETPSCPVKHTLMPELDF
Target sequence (Q8WTS1 whole entry, looked up): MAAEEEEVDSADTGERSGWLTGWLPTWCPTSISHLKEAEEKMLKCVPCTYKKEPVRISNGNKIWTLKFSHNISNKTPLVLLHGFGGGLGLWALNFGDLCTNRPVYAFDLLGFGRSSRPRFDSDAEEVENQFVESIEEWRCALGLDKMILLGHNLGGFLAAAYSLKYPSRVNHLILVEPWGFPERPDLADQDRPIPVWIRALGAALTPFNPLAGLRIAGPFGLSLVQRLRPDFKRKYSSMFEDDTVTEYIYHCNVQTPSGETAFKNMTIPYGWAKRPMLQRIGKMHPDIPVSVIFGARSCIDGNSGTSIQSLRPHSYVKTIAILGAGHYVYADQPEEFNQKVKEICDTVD
Glyco luc inh – blocks N-linked glycosylation in D54 reporter cells; D54 ERlucT glycosylation luciferase reporter, 24 h; percent of 100 nM tunicamycin response; reporter increase, % at 12.5 µM; 360,000 compounds, 0.23% hits;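 active = mean luciferase reporter signal, scaled so untreated is 0 and the glycosylation-blocking control 100, at or above a set limit in every replicate; inconclusive = mean reaches the limit but not every replicate does; inactive = mean below the limit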;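 note: luciferase carries N-glycosylation sites so blocking glycosylation raises the light; 0% = median of neutral control wells and 100% = median of 100 nM tunicamycin wells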
Granule exo inh – blocks lytic granule exocytosis; TALL-104 LAMP-1 surface exposure, flow cytometry; cells stimulated with thapsigargin and PMA; inhibition, % at 10 µM; 360,000 compounds, 0.66% hits; AID 651702;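 active = inhibition above about 55%, limit read from the data; inconclusive = no clear call, values can overlap the other calls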
aDG glyco up – increases alpha dystroglycan glycosylation. activation, % at 10 µM. Pro5-aDG cells, alpha-DG glycosylation AlphaScreen (IIH6); 0% Pro5, 100% B10-LARGE cell signal. 360,000 compounds, 0.22% hits;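 active = activation of at least 8% versus controls, or a plate z-score of at least 8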;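 note: Pro5 are CHO cells carrying HIG-tagged alpha-DG that lacks glycosylation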
ABCB6 inh 2 – blocks the human ABCB6 transporter; fluorescence ratio to DMSO, % at 10 µM; K562-ABCB6 porphyrin accumulation, flow cytometry, 1 h; active compounds read low; 360,000 compounds, 0.19% hits; Q9NP58;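 active = fluorescence ratio to DMSO below 75%, the collection mean minus 3 SD; inconclusive = too few cells collected in the well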;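 note: signal is porphyrin accumulated inside mitochondria; 100% equals median channel fluorescence of DMSO control wells; lower ratio means ABCB6 inhibition with less porphyrin fluorescence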
MC4R barr agon – activates human MC4R beta-arrestin recruitment; U2OS MC4R beta-arrestin complementation, luminescence; percent of melanotan II response, DMSO zero; activation, % at 8.9 µM; 360,000 compounds, 0.98% hits; AID 540308;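 active = activation above a per-plate cutoff, the mean activation of sample wells on that plate plus 3 SD, cut at about 8% in these data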
Numbers without * were called inactive; ? = inconclusive; . = not tested or not shown. The list is partial. The share of hits here may be higher or lower than overall.

SMILES	Vif imaging	MC4R antag cAMP	NOD2 RIPK2 PPI	TLR9-MyD88 block	ABHD5 PLIN5 PPI	Glyco luc inh	Granule exo inh	aDG glyco up	ABCB6 inh 2	MC4R barr agon
CCOC(=O)N1CCC(N2C(=O)c3ccccc3C2Nc2ccc(S(=O)(=O)N(CC)CC)cc2)CC1 (configuration not stated)	15	15	-3	0	1	0	-1	-0.3	96	-0.3
Cc1nnc(NC(=O)CSc2nnc(CC(=O)Nc3ccccc3C)n2C)s1	20	7	-5	-1	2	2	19	-0.1	96	2.1
O=C(NCCCl)Nc1ccc(Cl)c([N+](=O)[O-])c1	-6	23	1	9	2	-2	-12	0.0	103	-2.8
CC(=O)Oc1ccc(C(=O)Nc2ccc3c(c2)C(=O)N(CCC(=O)O)C3=O)cc1	-5	2	-11	11	2	2	2	-0.1	99	-0.7
COCc1nc(-c2ccc(-c3ccc(OC)cc3)nc2OC)no1	-5	-2	10	-7	-3	-3	11	0.2	109	1.3
COc1ccc2ccccc2c1/C=N/NC(=O)c1cccc([N+](=O)[O-])c1	.	-2	-2	-6	2	7	-14	-0.2	97	5.0
CCOc1ncccc1C(=O)Nc1ccc(OC)c(S(=O)(=O)N2CCOCC2)c1	-11	1	-9	-15	3	-3	-1	-0.1	95	2.4
COC(=O)C(C)Sc1nc2c([nH]c3ccccc32)c(=O)n1C (configuration not stated)	-2	-15	-4	8	5	6	2	-0.4	110	-0.3
CCOc1cc(C(N)=O)cc(Cl)c1OCC	8	24	0	7	1	-3	-2	-0.2	94	2.2
COc1ccc(-c2csc(N(Cc3ccco3)C(=O)c3cccs3)n2)cc1	2	10	-8	0	-10	-6	-1	0.2	98	-1.5
CCOC(=O)C1=C(COC(=O)COc2ccccc2OCC)NC(=O)NC1C (configuration not stated)	-2	14	4	3	0	1	6	0.1	101	-3.4
COc1ccc(NC(=O)N[C@@H](Cc2ccccc2)C(=O)NN)cc1	1	3	0	-6	-6	-3	-2	-0.1	97	-0.1
Cc1ccc(Sc2ccc(N)cc2C#N)cc1	3	2	3	-2	-8	-3	4	0.0	102	-1.5
Cc1cccc(NC(=O)c2ccc3nc(N4CCOCC4)sc3c2)c1C	-3	-1	8	4	0	5	-5	-0.2	95	0.5
Cc1nc2oc3ccccc3c(=O)c2c(=O)n1Cc1ccccc1	-7	3	-2	-15	9	7	-2	0.3	99	-1.0
C=C(C)CNC(=S)N/N=C(\C)c1ccc(Cl)s1	-6	8	0	-9	-2	-2	-2	0.2	99	0.0
Nc1c(Br)c(=O)[nH]c(=O)n1-c1ccccc1	-11	11	-11	-5	7	3	4	-0.1	97	-0.8
Cc1ccc(S(=O)(=O)N2CCN(C(=O)c3ccccc3OCc3c(C)noc3C)CC2)cc1C	2	-5	-4	-8	-8	0	-7	0.2	101	-1.1
CCOC(=O)C1C2C=CC3(CN(Cc4ccco4)C(=O)C13)O2 (configuration not stated)	-5	4	3	8	6	1	1	-0.1	86	0.0
COc1ccc(NC(=O)N2CCCC2C(=O)NCc2ccccc2Cl)cc1 (configuration not stated)	-1	2	-1	5	-13	2	7	0.1	97	-1.4
Cc1cccn2c(=O)c(/C=C(\C#N)C(=O)NC3CCS(=O)(=O)C3)c(N3CCC(C(N)=O)CC3)nc12 (configuration not stated)	2	3	4	-2	2	2	3	0.1	99	-0.2
CCCC(c1nnnn1CCc1ccccc1)N1CCC(C(N)=O)CC1 (configuration not stated)	7	1	-6	9	3	1	1	0.1	99	0.8
CCN1CCN(Cc2c(O)ccc3c2O/C(=C\C=C\c2ccccc2)C3=O)CC1	15	-10	7	6	34*	-1	24	-0.4	102	-0.2
COc1cccc(-c2nc(Cc3ccc(OC)c(OC)c3)no2)c1	-4	1	-3	-3	4	0	-2	0.4	100	0.5
COc1ccc(S(=O)(=O)N(C)CC(=O)NC2CC2)cc1	23	4	1	3	4	1	-4	-0.1	100	-1.0

Record cards, from the list above.
Cc1cccc(NC(=O)c2ccc3nc(N4CCOCC4)sc3c2)c1C as listed: Vif imaging: -3; MC4R antag cAMP: -1; NOD2 RIPK2 PPI: 8; TLR9-MyD88 block: 4; ABHD5 PLIN5 PPI: 0; Glyco luc inh: 5; Granule exo inh: -5; aDG glyco up: -0.2; ABCB6 inh 2: 95; MC4R barr agon: 0.5
O=C(NCCCl)Nc1ccc(Cl)c([N+](=O)[O-])c1 as listed: Vif imaging: -6; MC4R antag cAMP: 23; NOD2 RIPK2 PPI: 1; TLR9-MyD88 block: 9; ABHD5 PLIN5 PPI: 2; Glyco luc inh: -2; Granule exo inh: -12; aDG glyco up: 0.0; ABCB6 inh 2: 103; MC4R barr agon: -2.8
Nc1c(Br)c(=O)[nH]c(=O)n1-c1ccccc1 as listed: Vif imaging: -11; MC4R antag cAMP: 11; NOD2 RIPK2 PPI: -11; TLR9-MyD88 block: -5; ABHD5 PLIN5 PPI: 7; Glyco luc inh: 3; Granule exo inh: 4; aDG glyco up: -0.1; ABCB6 inh 2: 97; MC4R barr agon: -0.8

Further compounds:
SMILES	Vif imaging	MC4R antag cAMP	NOD2 RIPK2 PPI	TLR9-MyD88 block	ABHD5 PLIN5 PPI	Glyco luc inh	Granule exo inh	aDG glyco up	ABCB6 inh 2	MC4R barr agon
COc1ccccc1-c1nnc(SCC(=O)Nc2ccc(S(N)(=O)=O)cc2)n1N	-10	-9	-9	-11	2	0	-2	0.0	98	-1.0
COc1ccc(N/C(=N\c2nc(C)cc(C)n2)NC(=O)C(C)C)cc1OC	.	10	3	0	-5	-3	0	0.0	111	-0.5
Cc1nn2c(N3CCN(C4CCCC4)CC3)cc(C(C)(C)C)nc2c1-c1ccccc1	15	-1	9	5	3	-7	3	0.2	57*	0.8
CCOc1ncccc1C(=O)OCc1c(Cl)cccc1Cl	0	3	2	4	0	-2	-4	0.1	99	0.7
Cc1ccc(S(=O)(=O)N(C)c2nc3ccccc3[nH]c2=S)cc1	-8	5	-5	-1	-16	1	-8	-0.1	100	-0.6
CN(C)Cc1cnc2ccc(Cl)cn12	5	6	2	6	1	3	-2	-0.1	100	-1.7
COc1ccc(S(=O)(=O)N2CCC(C(=O)NCc3ccccn3)CC2)cc1Cl	-8	8	-46	-4	-1	-1	0	0.5	105	-1.4
O=c1[nH]nc(SCc2cc(Cl)ccc2Cl)c(=O)[nH]1	0	3	-4	0	4	2	-6	-0.1	96	-1.1
Cc1ccc(NC(=O)CN(C)S(=O)(=O)c2cccs2)cc1C	1	2	2	-4	-6	-1	2	-0.1	100	-1.1
CC(C)OC(=O)Nc1ccc2c(c1)N(C(=O)CCN(C)C)c1ccccc1CC2	3	0	3	-10	4	-3	3	0.0	95	0.6
CSC1=NCCN1C(=O)c1c(F)cccc1F	1	7	4	-2	5	2	1	-0.1	97	-1.2
C=CCN1C(=O)/C(=C\c2cccc(OC(=O)c3ccco3)c2)SC1=S	9	-3	2	3	1	1	-32	0.2	100	-1.1
COc1ccccc1N1CCN(C(=O)Cn2nnc(-c3cccs3)n2)CC1	-10	11	10	6	-3	2	0	0.0	106	-0.5
Cc1ccc(OCCOc2ccc(Cl)cc2Cl)c([N+](=O)[O-])n1	-2	9	3	-8	0	1	3	1.1	100	-0.8
CC(C)(C)OC(=O)N1CCC(C(=O)Nc2ccc(C(=O)NCCc3ccccc3)cc2)CC1	2	19	-2	-1	9	-5	-3	0.1	99	3.7
CCn1c(=O)n(C)c2c(=O)n(C)c(=O)n(C)c21	-3	1	1	0	7	0	?	-0.1	102	-1.2
COc1cccc(Cn2cnc(-c3ccccc3OC)c2-c2cccnc2)c1	.	.	-6	.	5	.	-4	-0.3	104	.
Cc1cc(NC(=O)C2C3C(=O)N(c4cccnc4)C(C(=O)NC(C)(C)C)C34C=CC2(C)O4)no1 (configuration not stated)	2	16	-6	5	-1	1	-5	-0.1	95	-3.0
CCN(CC)S(=O)(=O)c1ccc2c(c1)N(CC(=O)NCc1ccco1)C(=O)CO2	-1	12	5	-7	0	1	1	0.0	96	-1.7
O=C(CSc1cccc[n+]1[O-])NC1CCCCC1	16	-1	-1	-2	19	2	0	-0.1	98	-4.9
CC(=O)c1ccc(NS(=O)(=O)c2ccc(C(C)(C)C)cc2)cc1	-1	7	-2	-4	-2	-2	0	0.2	96	-1.4
COc1cc(C(=O)NCCCNc2nc3c(C)cc(C)cc3cc2C#N)cc(OC)c1OC	-2	4	10	-12	2	5	-7	0.7	106	-3.1
CC(C)c1ccc(NC2CCCN(C(=O)CCCn3cncn3)C2)cc1 (configuration not stated)	-1	1	4	2	1	4	-7	0.0	104	0.4
CC(C)Sc1oc(-c2ccco2)nc1S(=O)(=O)c1ccccc1	8	1	-2	-7	6	-2	-3	0.2	82	-1.4
COc1ccc(C(=O)c2coc3ccc(OC(C)=O)cc23)cc1	-13	-5	-6	10	2	-14	25	0.1	83	0.5
SMILES	Vif imaging	MC4R antag cAMP	NOD2 RIPK2 PPI	TLR9-MyD88 block	ABHD5 PLIN5 PPI	Glyco luc inh	Granule exo inh	aDG glyco up	ABCB6 inh 2	MC4R barr agon
Nc1nnc(-c2cc3ccccc3oc2=O)s1	18	-13	12	14	-1	1	0	-0.1	100	-2.0
CSc1nc(SCC(=O)O)c2c3c(sc2n1)COC(C)(C)C3	-7	21	-8	-6	0	2	2	0.0	99	0.1
Cc1cc(C)n(CC(=O)c2ccc(Cl)cc2)n1	-3	4	-4	-1	4	2	-2	0.0	96	-1.0
Cc1ccc(/C=C2/Sc3ccccc3N(CC(=O)NCCCOC(C)C)C2=O)cc1	-4	-5	-1	0	6	-1	0	-0.1	97	2.6
Cc1onc(-c2ccccc2Cl)c1C(=O)Nc1cccc(S(=O)(=O)NC2=NCCC2)c1	-1	-2	6	4	-13	0	0	0.1	95	1.3
COc1ccc(S(=O)(=O)N2CCCCC2)cc1C(C)C	-3	4	-12	-13	-6	-2	0	0.0	104	4.8
COCCNC(=O)CN(c1ccc(F)cc1)S(=O)(=O)c1ccc2c(c1)OCCO2	3	4	-4	5	1	0	2	0.1	102	0.4
O=C(O)CCCCCCCCc1cn(Cc2ccc(C(=O)c3ccccc3)cc2)nn1	.	-9	7	10	3	17	10	0.1	94	-0.8

4 entries out of the list, sorted by count of non-hydrogen atoms, lowest first:
SMILES	Vif imaging	MC4R antag cAMP	NOD2 RIPK2 PPI	TLR9-MyD88 block	ABHD5 PLIN5 PPI	Glyco luc inh	Granule exo inh	aDG glyco up	ABCB6 inh 2	MC4R barr agon
Cc1cc(C)n(CC(=O)c2ccc(Cl)cc2)n1	-3	4	-4	-1	4	2	-2	0.0	96	-1.0
COCCNC(=O)CN(c1ccc(F)cc1)S(=O)(=O)c1ccc2c(c1)OCCO2	3	4	-4	5	1	0	2	0.1	102	0.4
Cc1ccc(/C=C2/Sc3ccccc3N(CC(=O)NCCCOC(C)C)C2=O)cc1	-4	-5	-1	0	6	-1	0	-0.1	97	2.6
Cc1onc(-c2ccccc2Cl)c1C(=O)Nc1cccc(S(=O)(=O)NC2=NCCC2)c1	-1	-2	6	4	-13	0	0	0.1	95	1.3
